Screening results from PubChem BioAssay.
CHT block: human CHT choline transport inhibition. CHT-expressing cells, membrane potential dye, choline response; active compounds read low. Q9GZV3. actives 0.86% (n = 310,000). B-score at 10 µM;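 active means B-score over 3 SD under the library average, and starting fluorescence ratio not unusually high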;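 further: choline stimulus applied at its EC90 after an EC20 pre-addition; B-score computed on integrated fluorescence ratio after choline addition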
Target sequence (Q9GZV3 whole entry, looked up): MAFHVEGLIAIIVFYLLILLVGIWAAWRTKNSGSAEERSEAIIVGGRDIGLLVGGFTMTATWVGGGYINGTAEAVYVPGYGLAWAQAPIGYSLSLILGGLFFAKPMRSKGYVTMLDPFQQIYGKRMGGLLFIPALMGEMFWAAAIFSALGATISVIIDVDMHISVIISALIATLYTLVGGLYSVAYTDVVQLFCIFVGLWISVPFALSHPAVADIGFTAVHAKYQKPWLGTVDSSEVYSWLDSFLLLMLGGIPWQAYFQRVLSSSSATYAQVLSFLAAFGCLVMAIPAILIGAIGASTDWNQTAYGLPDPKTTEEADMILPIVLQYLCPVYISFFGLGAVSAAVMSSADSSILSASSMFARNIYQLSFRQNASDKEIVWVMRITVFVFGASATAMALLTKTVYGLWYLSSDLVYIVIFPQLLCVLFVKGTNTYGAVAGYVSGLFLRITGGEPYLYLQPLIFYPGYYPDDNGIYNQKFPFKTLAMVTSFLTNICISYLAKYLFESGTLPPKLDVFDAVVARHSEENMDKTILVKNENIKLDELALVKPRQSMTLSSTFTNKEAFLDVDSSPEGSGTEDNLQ
Kir21 block: Kir2.1 (mouse) channel inhibition; P35561; actives 0.85% (n = 310,000); B-score at 10 µM; HEK293-Kir2.1, FluxOR thallium flux fluorescence; active compounds read low;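 active means fluorescence ratio B-score at or below minus 3 SD of library scores, with starting-brightness B-score within 2 SD, cut at about -4.2 in these data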;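 further: channel flux triggered by added potassium and thallium sulfate stimulus; B-score of peak minus minimum fluorescence over baseline after thallium stimulus; more negative B-score means stronger Kir2.1 block with less thallium influx; some compounds called inactive have numbers as strong as hits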
Target sequence (P35561 whole entry, looked up): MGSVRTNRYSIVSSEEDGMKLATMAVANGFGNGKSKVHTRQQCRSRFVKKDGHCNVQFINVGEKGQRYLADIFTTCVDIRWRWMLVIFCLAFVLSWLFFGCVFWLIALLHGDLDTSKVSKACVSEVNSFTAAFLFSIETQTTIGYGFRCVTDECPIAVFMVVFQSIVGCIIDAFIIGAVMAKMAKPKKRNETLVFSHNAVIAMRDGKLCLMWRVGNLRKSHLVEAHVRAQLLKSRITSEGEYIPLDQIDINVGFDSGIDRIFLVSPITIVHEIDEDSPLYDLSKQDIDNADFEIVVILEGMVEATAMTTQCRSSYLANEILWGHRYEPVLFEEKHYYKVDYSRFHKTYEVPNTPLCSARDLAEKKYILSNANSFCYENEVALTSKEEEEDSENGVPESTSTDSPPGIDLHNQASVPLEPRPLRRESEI
* hit, by the source's call; i = inactive; . = no result given. Outcome played no part in choosing rows; overall some 1.6% were active at least once.

SMILES	CHT block	Kir21 block
C[C@@H]1CC=C[C@H]2[C@H]1C(=O)N(Cc1ccccc1)[C@H]2c1ccc(F)c(Br)c1	.	-3.03
CCOC(=O)c1c(NC(=O)C2CC=CCC2C(=O)O)sc(C)c1CC (stereo not given)	i	0.96
CCC(C)(C)NC(=O)C(c1ccc(OC)cc1)N(C(=O)CCC(=O)Nc1cc(C)on1)c1cccc(F)c1 (stereo not given)	i	-0.64
CCOC(=O)c1cc(-c2ccccc2)n(CC(=O)Nc2ccc(OC)cc2)c1C	i	0.19
Cc1ccc(OCC(=O)NN2C(=O)c3ccccc3C2=O)cc1	i	1.25
Cc1ccc(-c2nc3c(c(=O)[nH]c(=O)n3Cc3ccccc3)n2Cc2ccccc2)o1	.	-0.62
CCOC(=O)Cn1c(=N)n(CCOc2cccc(C)c2)c2ccccc21	i	.
CCOC(=O)c1sc(C)c(C(=O)NCCCN2CCOCC2)c1N	i	-0.05
CC(C)C1C(c2ccccc2)NC(c2ccccc2)CC1(O)c1ccc(F)cc1 (stereo not given)	i	-1.17
S=c1[nH]nc(-c2cc(-c3ccccc3)n[nH]2)n1/N=C/c1ccc(Cl)cc1	i	-0.9
O=C(NCCCn1ccnc1)/C(=C/c1ccco1)NC(=O)c1cccs1	i	-0.18
COc1ccccc1C(=O)NC(=O)COC(=O)c1nc2nc(C)cc(C)n2n1	i	-0.52
CCn1cnc2cc(NCc3nc4ccccc4n3Cc3ccccc3)ccc21	i	-3.76
Cn1c(O)c(C=NC(CC(N)=O)C(=O)O)c(=O)n(C)c1=O (stereo not given)	.	1.42
COc1cccc(NC(=S)NNC(=O)c2ccccc2OC(F)F)c1	i	-0.04
COC(=O)CCCC1=CC2=C(c3ccccc3)C(=O)C(C)(OC(=O)C3CCCC3)C(=O)C2=CN1CCc1c[nH]c2ccccc12 (stereo not given)	i	0.75
COc1ccc(C2C(C#N)=C(N)Oc3cc(C)[nH]c(=O)c32)cc1OC (stereo not given)	i	0.72
CC/C(=N/Nc1ccc(Cl)cc1)c1cnnc(SC)n1	i	0.89
CCOC(=O)c1cc(S(=O)(=O)N2CCN(c3ccccc3OC)CC2)cn1C	i	-1.13
Cc1cccc(OCC(=O)NNS(=O)(=O)c2ccccc2F)c1	i	0.22
COC(=O)[C@@]12CCCN1[C@H](c1ccc(-c3ccc(OC)cc3)c(OC)c1)[C@H]1C(=O)N(C)C(=O)[C@H]12	i	-1.45
COc1cccc(-c2c(NC(=O)c3ccco3)oc3ccc(Cl)cc3c2=O)c1	i	1.46
Cc1ccc(OCC(=O)Nc2ccc3c(c2)C(=O)NC3=O)cc1	i	-0.14
O=C(Nc1ccc(F)cc1)C1CCC(CNc2c(N3CCCCC3)c(=O)c2=O)CC1 (stereo not given)	i	-1.38
CCCCOC(=O)Nc1ccc(C(N)=O)cc1	i	0.48
Cc1cc(C)cc(N(C(=O)c2ccccn2)C(C(=O)NC2CCCCC2)c2ccncc2)c1 (stereo not given)	.	-0.2
CCOCCCNCC(=O)NCC1CCCCC1	i	1.1
CC(=O)O[C@]1(C(C)=O)CCC2C3CCC4=C/C(=N/OCC(=O)O)CC[C@]4(C)C3CC[C@@]21C (stereo not given in full)	i	0.02
S=C(NCc1cccs1)Nc1cccc(Cl)c1Cl	i	-0.38
C/C(=N\S(=O)(=O)c1ccc(C)cc1)N1CCN(S(=O)(=O)c2ccccc2)C1C(C)C (stereo not given)	i	0.85
CCn1c2ccccc2c2nnc(SCc3ccc(C(=O)OC)o3)nc21	i	-0.16
Cn1c(NC(=O)c2cccs2)cc(=O)n(C)c1=O	i	0.01
Nc1ccc(Cc2ccc(N)c(C(=O)O)c2)cc1C(=O)O	i	-0.97
COc1ccc(NC(=O)CSc2nnc(C3CCCCC3)n2N)cc1OC	i	0.08
Cc1ccc(C2NC(=O)c3c(sc(C)c3C)N2)c(O)c1 (stereo not given)	i	0.29
COc1ccc(C(=O)Cn2c(Br)nc3c2c(=O)n(C)c(=O)n3C)cc1	i	1.17
Cc1cccn2c(=O)c(/C=C(\C#N)C(=O)NC3CCS(=O)(=O)C3)c(N3CCC(C)CC3)nc12 (stereo not given)	i	-0.66
Nc1nonc1-n1nnc(C(=O)N/N=C/c2ccccc2Cl)c1-c1ccccc1	i	-0.46
Cc1cc(C)n2nc(CNS(=O)(=O)c3ccc(F)cc3)nc2n1	i	0.95
Cc1cccc2cc(CN(C(=O)c3cnccn3)C3CCCCC3)c(Cl)nc12	i	1.76
O=C1CCCN1CC(O)CS(=O)(=O)Cc1ccccc1Cl (stereo not given)	i	-1.17
CO/N=C/c1ccc(Sc2ccccc2)c([N+](=O)[O-])c1	i	0.69
Cc1ccc2cc3c(NC(=O)C(C)C)nn(C)c3nc2c1	i	-0.05
COc1ccc(CCNC(=O)c2cccc(S(=O)(=O)N3CCCCC3)c2)cc1	i	1.23
COc1cccc(C(=O)Nc2nnc(C(C)C)s2)c1	i	-0.27

Structures shown so far that have a furan ring, fused or not:
SMILES	CHT block	Kir21 block
Cc1ccc(-c2nc3c(c(=O)[nH]c(=O)n3Cc3ccccc3)n2Cc2ccccc2)o1	.	-0.62
O=C(NCCCn1ccnc1)/C(=C/c1ccco1)NC(=O)c1cccs1	i	-0.18
COc1cccc(-c2c(NC(=O)c3ccco3)oc3ccc(Cl)cc3c2=O)c1	i	1.46
CCn1c2ccccc2c2nnc(SCc3ccc(C(=O)OC)o3)nc21	i	-0.16

The listing continues:
SMILES	CHT block	Kir21 block
Cc1ccc(C(=O)Nc2c(C)n(C)n(-c3ccccc3)c2=O)cc1S(=O)(=O)N1CCOCC1	i	0.14
O=C(CN1C(=O)CCC1=O)Nc1ccc(S(=O)(=O)N2CCOCC2)cc1	i	-0.5
O=C(Nc1ccc(S(=O)(=O)N2CCCC2)cc1)c1cc(F)c(F)cc1Cl	i	-0.54
CCSc1nc(-c2ccccc2)c2cc(Cl)ccc2n1	i	1.13
CS(=O)(=O)N(CC(=O)N1CCc2ccccc2C1)c1ccc(Br)cc1	i	0.9
c1ccc(-c2noc(-c3ccc4c(c3)OCO4)n2)cc1	i	0.74
CN(Cc1c(F)cccc1Cl)C(=O)CNC(=O)c1ccc2c(c1)OCO2	i	0.45
COC(=O)c1sc(NC(=O)CSc2nnc(Cn3nnc4ccccc43)n2C)nc1C	i	1.55
COc1cc(OC)c2ccc(=O)oc2c1C(CCN1CCCC1)c1ccc(N(C)C)cc1 (stereo not given)	i	-0.88
Cc1ccc(N=Cc2cc(C)n(C3CCCC3)c2C)cc1	i	0.02
CCCc1nc2oc3cc(OC)ccc3c(=O)c2c(=O)n1CCc1ccccc1	i	0.14
CC(C)NC(=O)COC(=O)c1cc(=O)[nH]c2ccccc12	i	0.02
CC(C)CC(NC(=O)C(CC(C)C)NC(=O)OC(C)(C)C)C(N)=O (stereo not given)	i	-0.09
CCOC(=O)Nc1ccc2c(c1)nc(CN1CCCCC1)n2C	i	-0.12
CCCN(Cc1ccc(N(CC)CC)cc1)CC1CC1	i	-2.38
COc1ccccc1N(CC(=O)Nc1ccccc1C(=O)NC(C)C)S(C)(=O)=O	i	0.6
COCCn1nnnc1C1(N(Cc2cc3cc(C)ccc3[nH]c2=O)CC2CCCO2)CCN(C)CC1 (stereo not given)	i	.
C(#Cc1ccccc1)CN1CCN(c2ccccn2)CC1	i	3.78
O=C(C(Sc1ccccc1)c1ccc(Br)cc1)N1CCOCC1 (stereo not given)	i	-5.78*
CC(C)C(=O)NC(c1ccc([N+](=O)[O-])cc1)c1c(O)ccc2ccccc12 (stereo not given)	i	-0.04
COc1ccc([C@H]2/C=C\CN(S(=O)(=O)c3ccc4ccccc4c3)[C@@H](C)C(=O)N2Cc2ccc(F)cc2)cc1	i	-0.01
COC(=O)c1c(N)sc2c1CC(C)(C)OC2	i	-0.32
COc1cccc(CN2C(=O)CCC2(C)C(=O)NC2CCCCCC2)c1 (stereo not given)	i	-0.11
O=C(c1cc2nc(-c3cccs3)cc(C(F)(F)Cl)n2n1)N1CCCc2ccccc21	i	-1.52
Cc1ccc(NC(=S)N/N=C2/CCCc3c(C)cc(C)cc32)cc1	i	1.02
CCOC(=O)NC(=O)C(=CNc1ccc(C)cc1)C(=O)NC(=O)OCC	i	-0.06
COc1ccc(-n2ncc3c2CC(C)(C)CC3NC(=O)CCn2cncn2)cc1 (stereo not given)	i	-0.41
Cc1cccc(NC(=O)c2ccc([N+](=O)[O-])cc2Cl)n1	i	-0.02
CNNC(=O)C(C)NC(=O)c1ccc(Br)cc1 (stereo not given)	i	0.16
CC1CCCN(C(=O)c2ccc3c(c2)OCO3)C1 (stereo not given)	i	-1.02
Cc1ccc(NS(=O)(=O)c2ccc(C(=O)N3CCC3)cc2)cc1	i	0.13
CCc1nnc(NC(=O)CN2CCCC(C)C2)s1 (stereo not given)	i	0.92
CNC(=O)c1nc(C)n(-c2ccc(Cl)cc2Cl)n1	i	0.13
CSCC[C@H](NC(=O)N1CCn2c1nc1ccccc12)C(=O)N1CCCCC1	i	-0.77
C[C@@H]([C@@H](O)c1ccccc1)N(C)C(=O)C(N)Cc1ccccc1 (stereo not given in full)	i	-0.05
Cc1cc(C)cc(NC2=C(N)C(=O)c3ccccc3C2=O)c1	i	-0.01
Cc1nc2c(-c3ccccc3)c(C)[nH]n2c(=O)c1Cl	i	1.16
O=C(/C=C/c1ccccc1)Nc1ccc2c(c1)OCCO2	i	1.22
N#C/C(=C\c1coc2ccccc2c1=O)C(N)=S	i	0.13
OCCCc1nc2ccccc2[nH]1	i	-0.01
O=C(CSc1nnc(C2COc3ccccc3O2)o1)Nc1nccs1 (stereo not given)	i	1.27
Cc1ccccc1OCCC(=O)OCC(=O)Nc1c(F)cccc1F	i	0.1
Cc1ccc(NC(=S)NNc2ccc(C(=O)O)cc2[N+](=O)[O-])cc1C	i	-1.13
CC(C)CCNC(=O)C1(c2cccs2)CCOCC1	i	-0.84
CCC1CCCCN1CCNS(=O)(=O)c1ccc2c(c1)oc(=O)n2C (stereo not given)	i	-0.57
CSc1nc2ccc(S(=O)(=O)NC3CCCCC3)cc2s1	i	-0.34
COc1ccc(O)c(C(=O)c2cnn(C(=O)c3cccc(S(=O)(=O)N4CCOCC4)c3)c2)c1	i	0.3
COc1cccc(CC(NC(C)=O)C(=O)NC2CCN(c3nnnn3-c3ccccc3)CC2)c1 (stereo not given)	i	-0.16
CCOc1ccc(NC(=O)COc2ccc(C(=O)NCCc3ccccc3)cc2)cc1	i	-0.05
CCOC(=O)Cc1c(C)nc(Cc2ccc(OC(C)C)cc2)[nH]c1=O	i	0.08
CCSC1=N/C(=C\c2ccc(C)s2)C(=O)S1	i	-1.85
Cc1ccc(C(=O)N2CCN(c3cccc(Cl)c3)CC2)cc1C	i	3.01
COCCn1c(N2CCN(c3ccccc3)CC2)nc2c1c(=O)n(C)c(=O)n2C	i	-0.79
CC(=O)c1c(C)[nH]c(C(=O)CSc2nc3ccc(C)cc3[nH]2)c1C	i	0.66
Cc1onc(-c2c(F)cccc2Cl)c1C(=O)NNC(=O)C1CCN(Cc2cccc(F)c2)CC1	i	-0.03
O=C(Cn1cnc(Cl)c1Cl)c1ccccc1	i	0.31
N#CCCn1nc(-c2ccccc2)cc1Nc1ccccc1NC(=O)C(F)(F)F	i	-0.74
CCN(CC(=O)Nc1ccccc1OC)C(=O)CSCc1c(C)noc1C	i	-2.55
O=C(Nc1ccc(C(O)(C(F)(F)F)C(F)(F)F)cc1)c1ccc(Cl)c([N+](=O)[O-])c1	i	-1.54
Cc1ccc(-c2ccc(/C=N/NC(=O)CN3CCCC3)o2)cc1Cl	i	-2.06

Next section
SMILES	CHT block	Kir21 block
Cc1cccc(-n2c(SCC(=O)Nc3nonc3C)nnc2-c2ccoc2C)c1	i	-0.4
COc1cc(C)c(S(=O)(=O)NCc2cccs2)cc1C	i	-3.18
CC(C)CNC(=S)Nc1ccc(S(N)(=O)=O)cc1	i	0.31
CCn1nc(C)c(NC(=O)Nc2cccc(Cl)c2Cl)c1C	i	-0.16
Cc1cccc(-c2nc(CS(=O)CC(=O)NCCc3ccc(Cl)cc3)c(C)o2)c1 (stereo not given)	i	-0.89
CCCCSc1nc2c(=O)[nH][nH]c(=O)c2n1Cc1ccccc1	i	0.03
O=C(N/N=C/c1ccc(OCc2ccccc2)cc1)c1ccncc1	i	-1.52
CN1CCC(NC(=O)NC2CCCCC2)CC1	i	-1.56
Cc1ccc(C(=O)N2CC(C)OC(C)C2)cc1[N+](=O)[O-] (stereo not given)	i	-0.99
Cc1ccc(-c2cn(CCC(=O)O)c(-c3ccc(Cl)nc3)n2)cc1	i	.
CCOc1ccc(Cn2nnc(C(=O)Nc3ccc(OC)cc3OC)c2N)cc1	i	0.01
O=C(CN1CCN(c2ccccc2F)CC1)NCc1ccccc1	i	0.62
COc1cc2c(cc1NC(=O)c1cccc([N+](=O)[O-])c1C)oc1ccccc12	i	-0.63
CCc1nc(C)cn1S(=O)(=O)c1ccc(Br)cc1	i	-2.59
Cc1cc(C)n(-c2nc(NCCN(C)C)c3c4c(sc3n2)COC(C)(C)C4)n1	i	-1.06
CCN1CCN(S(=O)(=O)c2ccc3ccccc3c2)CC1	i	-0.38
CCCCCCn1c(N2CCN(c3ccccc3)CC2)nc2c1c(=O)n(C)c(=O)n2C	i	2.5

Four entries drawn at random from the list so far:
SMILES	CHT block	Kir21 block
O=C(N/N=C/c1ccc(OCc2ccccc2)cc1)c1ccncc1	i	-1.52
CC(C)CNC(=S)Nc1ccc(S(N)(=O)=O)cc1	i	0.31
CN1CCC(NC(=O)NC2CCCCC2)CC1	i	-1.56
Cc1cccc(-n2c(SCC(=O)Nc3nonc3C)nnc2-c2ccoc2C)c1	i	-0.4
